Runt-SMMHC FRET: Runt domain-CBFb-SMMHC interaction inhibition; Q01196+Q13951; Cerulean-Runt/Venus-CBFb-SMMHC FRET ratio 530/480, 1 h; inhibition, % at 20 µM; hit rate 0.74% among 220,000;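 active means mean inhibition across duplicate retests at 20 µM reaching about 50%, limit read from the data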;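 further: 0% = DMSO wells and 100% = wells with excess untagged CBFb-SMMHC; inhibitors lower the FRET ratio by blocking Runt binding to CBFb-SMMHC; some results filed as inactive read as strong as hits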
Runt-CBFb FRET: inhibitors of human RUNX1 Runt domain binding to CBFb. hit rate 0.46% among 220,000. Cerulean-Runt/Venus-CBFb FRET ratio 530/480, 1 h. inhibition, % at 20 µM;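 active means inhibition over about 50% at 20 µM in the single-dose screen, limit read from the data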;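 further: 0% = DMSO wells and 100% = excess unlabeled CBFb competitor control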
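Assay system: Cerulean-Runt domain / Medium: Tris 50 mM pH 7.5, KCl, K2SO4, 0.01% BSA / Timing: protein complex preformed 1 h, compound exposure 1 h, room temperature, dark / Measured by: FRET, excitation 422 nm, emission at 530 and 480 nm / Evaluation: loss of energy transfer signal / Control set: 5 µM unlabeled CBFb as full-inhibition high control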
NPY-Y1 antag: blocks the human neuropeptide Y Y1 receptor | HEK293-CNG Y1 cells, membrane potential fluorescence; NPY at EC95, then isoproterenol | inhibition, % at 3.6 µM | hit rate 1% among 200,000 | AID 1040;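 active means inhibition above the campaign mean inhibition of all tested compounds plus 3 SD, cut at about 20% in these data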;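 further: 0% = DMSO wells given NPY plus isoproterenol and 100% = isoproterenol alone without NPY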
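Assay system: HEK293 cells with Y1 receptor plus CNG channel | Probe or stimulus: NPY (25 nM), isoproterenol (1 µM), Ro 20-1724 (25 µM) | Timing: Compound incubation 1 h at room temperature, readout 45 min post-stimulation | Measured by: Membrane-potential fluorescent dye readout | Benchmarks: High control isoproterenol alone, low control NPY with isoproterenol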
NPY2 pot ag: potentiates or activates human NPY-Y2 receptor; P49146; cells expressing NPY-Y2, potentiator/agonist read-out; activation, % at 3.6 µM; hit rate 0.45% among 220,000; AID 1359; in the data active means activation above about 27%;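 further: cells stimulated with NPY near EC25 plus isoproterenol at EC100; 0% = vehicle plus submaximal agonist and 100% = vehicle plus saturating agonist; some results beyond the cut were filed as inactive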
Target sequence (P49146 whole entry, looked up): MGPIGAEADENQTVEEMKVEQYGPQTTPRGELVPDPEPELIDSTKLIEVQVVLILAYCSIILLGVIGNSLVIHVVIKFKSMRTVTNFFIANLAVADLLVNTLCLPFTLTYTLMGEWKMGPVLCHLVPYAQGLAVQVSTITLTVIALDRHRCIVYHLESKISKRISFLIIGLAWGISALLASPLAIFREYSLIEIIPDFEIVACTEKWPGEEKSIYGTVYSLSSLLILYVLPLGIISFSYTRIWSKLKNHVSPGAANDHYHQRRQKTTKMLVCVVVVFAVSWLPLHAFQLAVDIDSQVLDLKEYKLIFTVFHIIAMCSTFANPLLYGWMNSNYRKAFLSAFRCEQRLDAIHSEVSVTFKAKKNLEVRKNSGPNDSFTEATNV
NPY-Y1 PAM-ag: potentiates or activates human NPY-Y1 receptor | AID 1304 | P25929 | activation, % at 3.6 µM | hit rate 0.37% among 220,000 | NPY-Y1 expressing cells, potentiator/agonist activation; in the data active means activation above about 33%, passing the limit was not always enough;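 further: cells stimulated with NPY at EC10 then isoproterenol at EC100; 0% = low agonist plus stimulus and 100% = saturating agonist plus stimulus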
RBBP9 inh: inhibitors of human serine hydrolase RBBP9; O75884; recombinant RBBP9, FP-Rh probe fluorescence polarization; inhibition, % at 7.94 µM; hit rate 0.2% among 220,000; AID 1515;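 active means inhibition above the campaign mean of all tested compounds plus 3 SD, cut at about 14% in these data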;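 further: plate controls were DMSO wells with RBBP9 for no effect and wells lacking RBBP9 protein for full effect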
Target sequence (O75884 whole entry, looked up): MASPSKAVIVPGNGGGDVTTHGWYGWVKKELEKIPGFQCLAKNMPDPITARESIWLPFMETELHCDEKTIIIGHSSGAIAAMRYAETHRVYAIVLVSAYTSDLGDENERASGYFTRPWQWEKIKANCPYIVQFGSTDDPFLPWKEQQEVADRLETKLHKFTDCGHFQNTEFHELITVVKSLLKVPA
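Test system: recombinant human RBBP9. Quantity: 2.5 µM RBBP9 dispensing solution, before mixing. Detection: FP readout at 525/598 nm. Reagent: Serine-hydrolase probe FP-Rh, 375 nM pre-mixing. Measure: % inhibition. Control set: DMSO-treated enzyme wells and wells lacking RBBP9. Buffer or medium: Tris-NaCl-Pluronic buffer, pH 8.0. Times: preincubation 30 min plus labeling 45 min at 25 °C.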
p97 ATPase inh: human p97 ATPase inhibition; AID 1481; recombinant p97 ATPase, Kinase-Glo ATP luminescence, 3 h; hit rate 0.42% among 220,000; inhibition, % at 8 µM; P55072; in the data active means inhibition above about 15%;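 further: 0% = DMSO vehicle and 100% = wells lacking enzyme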
Hck-Nef inh: blocks Nef-activated human Hck kinase; inhibition, % at 20 µM; Recombinant Hck-YEEI plus Nef, Z-Lyte FRET kinase assay; P08631; hit rate 0.68% among 220,000;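 active means Hck-Nef kinase inhibition above about 50%, limit read from the data; inactive means inhibition below that limit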;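 further: 0% = DMSO with Hck plus Nef and 100% = Hck alone without Nef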
Target sequence (P08631 whole entry, looked up): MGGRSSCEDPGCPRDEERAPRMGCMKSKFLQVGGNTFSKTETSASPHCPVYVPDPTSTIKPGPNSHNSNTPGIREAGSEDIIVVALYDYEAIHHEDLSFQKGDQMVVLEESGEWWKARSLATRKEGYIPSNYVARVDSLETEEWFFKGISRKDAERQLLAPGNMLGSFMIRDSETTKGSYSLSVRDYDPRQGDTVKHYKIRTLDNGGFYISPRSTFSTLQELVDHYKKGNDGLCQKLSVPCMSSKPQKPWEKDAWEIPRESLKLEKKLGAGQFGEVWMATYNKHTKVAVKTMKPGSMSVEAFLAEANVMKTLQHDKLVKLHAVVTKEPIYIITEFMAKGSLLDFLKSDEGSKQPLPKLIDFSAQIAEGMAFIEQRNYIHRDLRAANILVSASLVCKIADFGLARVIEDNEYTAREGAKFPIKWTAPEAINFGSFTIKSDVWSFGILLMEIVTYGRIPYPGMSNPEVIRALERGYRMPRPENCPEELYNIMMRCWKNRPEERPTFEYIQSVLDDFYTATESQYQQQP
MDM2 E3 inh: blocks human Mdm2 ubiquitin ligase activity | Q00987 | cell-based MDM2 ubiquitination luciferase reporter, 2 h; 0 = plate control, 100 = twice control, blank-subtracted | signal enhancement, % at 5 µM | hit rate 0.11% among 210,000;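 active means signal enhancement of 30% or more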;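 further: luminescence tracks abundance of the self-degrading MDM2-luciferase fusion protein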
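Material: Stable MDM2–luciferase fusion reporter cells | Amount: 2000 cells seeded into each well | Dosing: One concentration, 5 µM, with 0.2% DMSO | Incubation: 4 h cell settling then 2 h compound exposure, 37 °C | Measured by: Luciferase luminescence | Read-out basis: % enhancement relative to plate controls after blank subtraction | Benchmarks: Control and blank well means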
An asterisk follows results filed as active; . = not tested or not shown.

SMILES | Runt-SMMHC FRET | Runt-CBFb FRET | NPY-Y1 antag | NPY2 pot ag | NPY-Y1 PAM-ag | RBBP9 inh | p97 ATPase inh | Hck-Nef inh | MDM2 E3 inh
Cc1ccc(Cn2c(CN3CC(C)OC(C)C3)nc3c2c(=O)n(C)c(=O)n3C)cc1 (centres undefined) | -2 | 1 | 0 | 4 | 10 | -7 | 3 | -1 | -19
Cc1nc2c3cc(Cl)ccc3n(CCN3CCOCC3)c2s1 | 0 | 1 | . | -8 | -46 | -15 | -8 | -2 | -2
N#Cc1nnn(Cc2ccccc2)c1N | -6 | -2 | -3 | 2 | 16 | 2 | 3 | 23 | -12
O=C(CSc1ncccn1)N/N=C/c1cccc(OC2CSC2)c1 | -12 | 1 | 5 | -12 | 2 | -8 | -6 | 10 | 2
CCc1ccc(-c2nc(CN3CCC(C(=O)NCc4ccc(F)cc4)CC3)c(C)o2)cc1 | -14 | -3 | 10 | 12 | -31 | -8 | -1 | 2 | -29
CCCc1[nH]n(-c2ccc([N+](=O)[O-])cc2)c(=O)c1C=NCCN1CCNCC1 | -4 | -3 | -8 | 13 | 7 | 14 | 1 | 16 | 1
O=C1N/C(=N\N=C\c2ccco2)SC1Cc1ccccc1[N+](=O)[O-] (centres undefined) | 4 | 10 | . | -11 | -3 | -3 | 6 | 21 | .
Cc1ccc(NC2=C/C(=N\S(=O)(=O)c3cccs3)c3ccccc3C2=O)c(C)c1 | -4 | -4 | -15 | 62* | 48* | 9 | 9 | 9 | -9
O=C(COc1ccccc1)NCC(=O)NC1CCCCC1 | 0 | 0 | 0 | -10 | 5 | -9 | 1 | 17 | -13
CCNc1ccccc(-c2ccc3ccccc3n2)c1=O | -8 | 1 | 0 | 0 | -1 | -7 | 2 | 3 | -11
O=C(N/N=C/c1ccc(-c2ccc([N+](=O)[O-])cc2)o1)[C@H]1C[C@@H]1c1ccccc1 | -103 | -28 | . | -6 | 8 | -5 | 7 | 15 | .
N#Cc1c(-c2cccnc2)c2c([nH]c1=S)CCCC2 | -2 | 2 | -11 | 10 | -5 | -1 | 0 | -2 | -14
Cc1ccc(-c2nnc(SCC#N)n2N)cc1 | -1 | -1 | 1 | 4 | 5 | -3 | 8 | 0 | -4
CN(Cc1ccccc1)Cc1nc2c(c(=O)n(C)c(=O)n2C)n1Cc1ccc(Cl)cc1 | -3 | -4 | -8 | 24 | 9 | 6 | -1 | -1 | -14
CCC(C)(C)NC(=O)C(c1cccc(OC)c1)N(C(=O)c1ccn[nH]1)c1cccc(OC)c1 (centres undefined) | 0 | -2 | 3 | 0 | 1 | 6 | 0 | 0 | -19
CC(/C=N/N1CCN(Cc2ccccc2)CC1)=C\c1ccccc1 | 0 | -2 | 12 | -9 | -2 | 3 | 9 | 20 | 9
Clc1ccc2scc(CN3CCCCC3)c2c1 | 0 | -1 | 10 | -12 | -15 | -6 | 2 | 4 | 3
CN(C)S(=O)(=O)c1ccc(C(=O)Nc2nc(-c3cccs3)cs2)cc1 | 2 | 0 | -3 | 13 | -2 | -11 | -11 | 0 | -3
O=C(O)/C=C\C(=O)Nc1ccc(F)c(F)c1F | 1 | 3 | . | -8 | -9 | 1 | 3 | 10 | -9
CC(=O)c1ccc(NC(=O)COC(=O)CCN2C(=O)c3cccc([N+](=O)[O-])c3C2=O)cc1 | -3 | -3 | -1 | 6 | 6 | -3 | -2 | -1 | -7

The final 2 compounds of the section above lead into the next.
SMILES | Runt-SMMHC FRET | Runt-CBFb FRET | NPY-Y1 antag | NPY2 pot ag | NPY-Y1 PAM-ag | RBBP9 inh | p97 ATPase inh | Hck-Nef inh | MDM2 E3 inh
O=C(O)/C=C\C(=O)Nc1ccc(F)c(F)c1F | 1 | 3 | . | -8 | -9 | 1 | 3 | 10 | -9
CC(=O)c1ccc(NC(=O)COC(=O)CCN2C(=O)c3cccc([N+](=O)[O-])c3C2=O)cc1 | -3 | -3 | -1 | 6 | 6 | -3 | -2 | -1 | -7
Nc1nc(Nc2ccccc2)n[nH]1 | -3 | 3 | . | 1 | 3 | -10 | 2 | 27 | -18
CC(=O)N1CCCc2cc(S(=O)(=O)NC(C(=O)NCc3ccc(C)cc3)C(C)C)ccc21 (centres undefined) | -32 | -2 | -9 | -5 | -5 | -2 | 3 | 2 | -12
CCC(=O)Nc1ccc2c(c1)ncn2-c1ccc(C)cc1 | 1 | 0 | 0 | 7 | 10 | 0 | 6 | 10 | -12
Cc1onc(-c2ccc(Cl)cc2)c1-c1ccnc(SCC(=O)Nc2ccc(C(C)C)cc2)n1 | 5 | 0 | . | -19 | -42 | -6 | -12 | -8 | -21
O=C(CNCCO)N1N=C(c2cccs2)CC1c1cccs1 (centres undefined) | -4 | 0 | 1 | 5 | 1 | 0 | 3 | 21 | 0
Cc1cnc(NC(=O)CSc2nnc(-c3ccncc3)n2C2CCCCC2)s1 | -3 | 1 | 2 | 5 | 9 | -1 | 7 | 2 | -15
Cn1c(CO)cnc1SCc1c(Cl)cccc1Cl | 1 | 1 | -2 | 15 | 14 | -2 | 1 | 2 | -4
Cc1ccc(C(=O)NCc2ccc(N3CCN(C(=O)OC(C)(C)C)CC3)cc2)cc1 | 1 | -2 | 2 | -7 | 8 | 0 | -2 | 0 | -14
COc1ccc(/C=N/NC(=O)CCN2CCN(c3ccccc3)CC2)c(OC)c1OC | 3 | 1 | -1 | -3 | -25 | 2 | 1 | 4 | 9
CCCn1c(=O)c2ccccc2n2c(SCC(=O)NCc3cccs3)nnc12 | 3 | 3 | 16 | 0 | -20 | -4 | -3 | -1 | -3
Cc1ccc(C)c(SCC(=O)Nc2cccnc2Cl)c1 | 0 | 0 | 5 | -7 | -5 | -11 | -4 | 5 | -9
CCOc1ccc(C(=O)Nc2nnn(CC)n2)cc1 | -2 | 1 | 5 | -11 | -3 | -4 | -3 | 1 | -18
CCOc1ccccc1Nc1nc(N)nc(CSc2nncn2C)n1 | -1 | 0 | -1 | 5 | -1 | 4 | 3 | -1 | -12
O=C(OCCCN=C1NS(=O)(=O)c2ccccc21)C1CC(=O)N(c2ccc(Cl)cc2)C1 (centres undefined) | 0 | -2 | 7 | -11 | -6 | 0 | -3 | 7 | 0
CCOC(=O)c1[nH]c(C)c(C(=O)NC2CCCCCC2)c1C | 2 | -1 | -7 | 4 | 6 | -4 | 2 | 1 | -12
CC(C)(C)NC(=O)C1CCN(C(=O)c2ccc(Br)cc2)CC1 | 2 | 0 | 1 | 5 | -14 | 2 | 4 | 4 | -29
CN(C)S(=O)(=O)c1ccc(N2CCCC2)c(C(=O)Nc2nc(-c3cc(F)ccc3F)cs2)c1 | -2 | -7 | 5 | -3 | -14 | -7 | 7 | 2 | -3
CCCS(=O)(=O)N1CCCC(C(=O)NC2CCCC(C)C2C)C1 (centres undefined) | 4 | 0 | 0 | 8 | -33 | 1 | -4 | 3 | -7
CC1=CCC2C(=O)N(c3ccc(Br)cc3C)C(=O)C2C1 (centres undefined) | 5 | -3 | 6 | 6 | -11 | -2 | -1 | -4 | -24
COc1cccc(C(C(=O)NC(C)(C)C)N(Cc2ccco2)C(=O)CCC(=O)Nc2cc(C)on2)c1OC (centres undefined) | 3 | -3 | 3 | -5 | 4 | -12 | -9 | 11 | -7
CC(C)(C)OC(=O)N1CCC[C@H]1c1nnc(SCc2ccc(Cl)cc2)o1 | 0 | -4 | . | -13 | 17 | 5 | -3 | 25 | .
CC1COc2ccccc2N1S(=O)(=O)c1ccc(Cl)cc1 (centres undefined) | -3 | -1 | 13 | -5 | 1 | -8 | -1 | 17 | 3
O=S(=O)(NCCc1ccc2c(c1)OCCO2)c1cccs1 | 3 | -1 | 19 | -14 | -29 | -8 | 0 | 0 | -8
NC(=O)COc1ncnc2scc(-c3ccc(F)cc3)c12 | 0 | 1 | 1 | 9 | -3 | -5 | 10 | 19 | -24
O=C(CN1C(=O)C2C3C=CC(C3)C2C1=O)NCCN1CCCc2ccccc21 (centres undefined) | 2 | 6 | 1 | -3 | 1 | -9 | -2 | 2 | -2
C[N+]1(CN2C(=O)C3C4C=CC(C4)C3C2=O)CCCCC1 (centres undefined) | 1 | -7 | . | 2 | 29 | -8 | 11 | 2 | -11
CCOCCCNC(=O)C(NC(=O)Cc1cccs1)c1ccc(Cl)cc1 (centres undefined) | 2 | 0 | -2 | 10 | -6 | 9 | 2 | -6 | -9
Cc1nnc(SCc2ccc(CSc3nnc(C)c(=O)[nH]3)cc2)[nH]c1=O | -2 | -1 | 3 | -14 | 9 | -6 | 5 | 5 | -8
C=CCn1c(CCn2c3ccccc3c3ccccc32)n[nH]c1=S | 6 | 10 | -2 | -3 | -9 | 0 | -1 | 5 | -3
COCCNC(=O)NC(=O)COC(=O)C12CC3CC(CC(NC(C)=O)(C3)C1)C2 | 2 | -1 | -6 | -5 | 3 | 0 | 2 | 7 | -2
CN1CCN(C2=Cc3ccccc3Sc3cc(F)c(F)cc32)CC1 | 0 | -1 | 8 | 2 | -20 | -8 | -7 | 4 | -16
CC(C)c1nc(NCc2ccccc2)c(C#N)c2c1CCCC2 | -5 | -3 | 1 | 5 | -28 | -8 | 1 | -2 | -3
Clc1cnc(N/N=C/c2ccco2)c(Cl)c1 | -2 | 7 | -1 | 9 | 9 | -3 | -7 | 2 | -21
O=c1cc(O)c2sc(Nc3ccc(F)cc3)nc2[nH]1 | 34 | 56* | -5 | -4 | -15 | 2 | 8 | 1 | -7
CCOc1ccc(C(C)C)cc1S(=O)(=O)n1nc(C)cc1C | 0 | 0 | -1 | 6 | 10 | 3 | -1 | -6 | -12
Nn1c(SCC(=O)Nc2ccccc2F)nnc1-c1cccnc1 | 2 | -1 | 2 | 6 | -2 | 2 | 5 | 0 | -15
CC1CCN(CCCNC(=O)c2ccc3c(=O)n(Cc4ccc(Cl)cc4)c(=S)[nH]c3c2)CC1 | -2 | 0 | 0 | -1 | 4 | -11 | 5 | 16 | -5
C=CCn1c(SCC(=O)NCCOC)nc2scc(-c3ccco3)c2c1=O | 4 | 4 | 6 | -9 | -2 | -6 | -1 | 1 | -9
COc1ccc(S(=O)(=O)N2CCCCC2)cc1NC(=O)c1ccc([N+](=O)[O-])o1 | 3 | 0 | 5 | 6 | 13 | -3 | 2 | 6 | -13

Source: PubChem (several laboratories)
